TbPYK inhibitor: T. brucei pyruvate kinase inhibition; AID 624173; TbPYK enzyme, Kinase-Glo Plus ATP luminescence, 45 min; Q57TT1; 0.12% of 410,000 active; Potency, µM (doses to about 76.8 µM), without a hit: top-dose activity, negative = inhibition, usual class: inhibitors; further: nearly all actives have a fitted effect of over 50% in size
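Readout: single end-point luminescence (Kinase-Glo Plus, 10 min). Reaction conditions were TbPYK/substrate plus 130 uM ADP, 45 min at RT, pH 7.2 TEA buffer. No-enzyme wells served as controls, and data were normalized before concentration-response fitting.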
Pf growth 96h: P. falciparum growth inhibition at 96 hours. P. falciparum luciferase reporter growth, 96 h. Potency, µM (top dose mostly 28.7 µM), for the others: at the top dose activity change, negative = inhibition, actives largely listed as inhibitors. 6.9% of 320,000 active. AID 504834
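Two-generation exposure (96 h) targets delayed-death phenotype. Reporter parasites carrying integrated firefly luciferase, in red cells at 2% hematocrit and 0.05% parasitemia final, kept at 37 C, 5% CO2; luminescence loss indicates inhibition.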
LmPK inhibitor: LmPK (Leishmania mexicana) enzyme inhibition; Q27686; purified LmPK, Kinase-Glo ATP luminescence, 1 h; Potency, µM (titrated, usually from 57.5 µM), without a hit: top-dose activity change, negative = inhibition, actives largely listed as inhibitors; 0.37% of 290,000 active
Target sequence (Q27686 whole entry, looked up): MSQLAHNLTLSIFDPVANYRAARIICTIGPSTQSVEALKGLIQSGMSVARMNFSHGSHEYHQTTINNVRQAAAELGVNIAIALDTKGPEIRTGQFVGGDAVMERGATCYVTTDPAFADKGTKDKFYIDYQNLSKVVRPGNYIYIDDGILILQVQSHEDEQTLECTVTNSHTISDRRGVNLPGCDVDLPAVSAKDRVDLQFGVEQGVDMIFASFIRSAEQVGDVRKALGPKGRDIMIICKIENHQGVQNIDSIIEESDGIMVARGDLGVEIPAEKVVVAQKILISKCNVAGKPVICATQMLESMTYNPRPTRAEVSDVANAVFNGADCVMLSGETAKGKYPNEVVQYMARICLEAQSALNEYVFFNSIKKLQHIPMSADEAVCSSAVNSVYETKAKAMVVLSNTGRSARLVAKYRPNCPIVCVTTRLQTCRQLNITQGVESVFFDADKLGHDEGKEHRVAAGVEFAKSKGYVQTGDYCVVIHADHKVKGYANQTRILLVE
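Kinase-Glo luminescence read after 1 h RT reaction of 0.1 nM LmPK with 0.5 mM PEP and 0.1 mM ADP. Activity scaled between uninhibited and enzyme-free controls.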
HCV inh: inhibitors of hepatitis C virus infection; Huh7.5.1 HCVcc-Cre infection, luciferase reporter, 44 h; 3.4% of 340,000 active; Potency, µM (top dose mostly 41.8 µM), inactives show at the top dose activity change, negative = inhibition, most hits filed as inhibitors; AID 651820
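Infectious HCV cell culture screen: compound-treated cells (1,000/well, pre-plated 4 h) are infected with HCVcc-Cre at roughly 0.5 moi and grown 44 h. Infection is quantified by luciferase signal after 15 min substrate incubation at room temperature.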
Sm TGR inh: blocks Schistosoma mansoni thioredoxin glutathione reductase; Q962Y6; purified TGR, DTNB reduction, TNB absorbance 405 nm; Potency, µM (series often up to 114 µM), for the others: at the top dose activity change, negative = inhibition, actives largely listed as inhibitors; 3% of 360,000 active; further: nearly all actives have a fitted effect of over 60% in size
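TGR 20 nM + NADPH 100 uM (dispensed conc.), cpd preinc 15 min RT; start with NADPH (500 uM addition) then DTNB (15 mM addition). Kinetic TNB absorbance, 405 nm filter. Four-parameter Hill fit across titration.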
Pf growth 48h: inhibits P. falciparum growth in the first generation, 48 h | P. falciparum luciferase growth in erythrocytes, 48 h | Potency, µM (highest dose often 28.7 µM), without a hit: at the highest dose activity change, negative = inhibition, actives largely listed as inhibitors | 5.9% of 310,000 active
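A one-generation exposure of luciferase-tagged malaria parasites in RPMI 1640/Albumax erythrocyte culture, 37 C and 5% CO2. Inhibition is inferred from decreased luminescence after adding detection reagent.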
Active calls of the source: *; u = inconclusive; x = no result given; & = joins results of further samples; [ ] = remark or other dose. The call rests on the fitted dose curve; in most records, active means well fitted curve in the direction sought with a large enough effect; inconclusive means small, poorly fitted or top-dose-only effect, or another doubt; inactive means no such curve, though single readings can be large; an effect the other way counts as inactive or inconclusive. On the % scale 0 is the no-effect control and ±100 the full control effect; potency means the concentration at half of the fitted maximal effect.

entry	compound	TbPYK inhibitor	Pf growth 96h	LmPK inhibitor
1	CCN(CC)C(c1ccc(F)cc1)c1nnnn1C1CCCCC1 (stereo unspecified)	x	-9.5%	-7.1%
2	CCCCN(CC)CCCNC(=O)C1c2ccccc2C(=O)N(C)C1c1cn(C)c2ccccc12 (stereo unspecified)	-17.3%	3.2%	7.0%
3	CCc1nc(SCC(=O)NC2CC2)c2c(C)c(C)sc2n1	-1.6%	4.65µM*	-7.1%
4	CC(C)Cc1cc(C(=O)Nc2ccccc2)c2ccccc2n1	6.5%	103.7%[activator]	0.8%
5	CCCCN(CC)CCCNC(=O)c1cn(C)c2ccc(S(=O)(=O)N(C)C3CCCCC3)cc2c1=O	-2.0%&2.1%	14.7µM*	-1.9%
6	O=C(CCNS(=O)(=O)c1ccccc1)N1CCC(Cc2ccccc2)CC1	2.5%	u	-18.9%
7	CSCCC(NC(=O)c1cccc([N+](=O)[O-])c1)c1nc2ccccc2[nH]1 (stereo unspecified)	-17.8%	u	0.4%
8	CCNC(=O)c1ccccc1SCC(=O)Nc1ccc(F)cc1	-21.0%	102.7%[activator]	5.6%
9	CN(Cc1ccccc1)C(=O)c1[nH]cnc1C(=O)Nc1ccc(Cl)cc1	0.1%	u	x
10	O=S(=O)(Cc1ccccc1)Nc1cccc(Br)c1	2.3%	0.1%	-9.9%
11	CN(C(=O)COC(=O)CSc1ccc(C(N)=O)cc1[N+](=O)[O-])C1CCCCC1	-0.6%	20.9%	x
12	CC(=C1C(=O)c2ccccc2C1=O)N1CCN(Cc2ccccc2)CC1	-20.5%	u	-6.8%
13	CC(=O)c1oc2ccccc2c1NC(=O)CN1CCCCC1	0.0%	-28.2%	3.0%
14	COc1ccc(-n2nnnc2SCC(=O)NCc2cccs2)cc1	-2.2%	43.3%[activator]	1.6%
15	COC(=O)c1c(NC(=O)CN2C(=O)NC3(CCC(C)CC3)C2=O)sc2c1CCC2 (stereo unspecified)	3.0%	u	x

entry	HCV inh	Sm TGR inh	Pf growth 48h
1	11.0%	-2.4%	u
2	-2.5%	-4.5%	x
3	-25.3%	7.2%	-4.8%
4	-29.9%	-1.2%	11.5%
5	3.0%	-8.6%&0.7%	u
6	u	-8.0%	-1.6%
7	-0.3%	-6.4%	u
8	2.4%	-12.0%	72.2%[activator]
9	u	-16.2%	u
10	10.7%	14.4%	6.6%
11	-22.8%	-0.3%	5.2%
12	13.3%	39.8µM*	1.6%
13	u	7.4%	-9.2%
14	16.5%	-3.1%[57.1 µM]	8.0%
15	-12.5%	-5.4%	u

Record cards, from the list above.
COC(=O)c1c(NC(=O)CN2C(=O)NC3(CCC(C)CC3)C2=O)sc2c1CCC2 (stereo unspecified) in the list: TbPYK inhibitor: 3.0%; Pf growth 96h: u; LmPK inhibitor: x; HCV inh: -12.5%; Sm TGR inh: -5.4%; Pf growth 48h: u
CC(C)Cc1cc(C(=O)Nc2ccccc2)c2ccccc2n1 in the list: TbPYK inhibitor: 6.5%; Pf growth 96h: 103.7%[activator]; LmPK inhibitor: 0.8%; HCV inh: -29.9%; Sm TGR inh: -1.2%; Pf growth 48h: 11.5%

The results go on:
entry	compound	TbPYK inhibitor	Pf growth 96h	LmPK inhibitor
16	COc1cc(C(=O)N/N=C/c2ccccn2)cc(OC)c1OC	-7.5%	u	-0.7%
17	OC(CCc1ccncc1)COc1ccccc1 (stereo unspecified)	-10.5%	76.9%[activator]	x
18	COc1cc(C(C)=O)ccc1OCC(O)CN1CCN(c2ccccn2)CC1 (stereo unspecified)	13.2%	58.0%[activator]	0.1%
19	COc1ccccc1OCCNC(=O)Cc1ccc(Cl)c(Cl)c1	-8.2%	u	1.4%
20	CCOc1ccc(NC(=O)CN2C(=O)CSC(C)C2=O)cc1 (stereo unspecified)	-5.4%	31.9%[activator]	-5.0%
21	Nc1ncnc2nc(SCc3ccccc3)[nH]c12	-2.7%	-1.5%[5.75 µM]	3.0%
22	CC(=O)c1ccc(NS(=O)(=O)c2ccc3c(c2)N(C(C)=O)CCO3)cc1	-4.2%	10.8%	4.6%
23	CN(CC(=O)Nc1ccc2c(c1)OCO2)S(=O)(=O)c1cccs1	10.5%	u	1.6%
24	O=C(c1ccccc1)N1CCCc2ccccc21	3.4%	-15.1%	-0.2%
25	CCOc1cc(C(=S)N2CCCC2)ccc1OCc1ccccc1	-0.9%	u	0.1%
26	CC12CCC(C(=O)N/N=C/c3ccc(O)cc3)(OC1=O)C2(C)C (stereo unspecified)	-0.6%	36.7%[activator]	1.6%
27	CCCc1noc2c1/C(=N\O)CC(c1ccccc1)C2 (stereo unspecified)	2.4%	u	4.3%
28	CON/C=C(\C=Nc1ccc(F)cc1)c1ncc(C(F)(F)F)cc1Cl	x	u	-4.3%
29	CCC(C)C(NC(N)=O)C(=O)Nc1ccc(C)c(Cl)c1 (stereo unspecified)	-14.4%	-11.9%	1.9%
30	O=C1c2ccccc2C(=O)N1OCc1ccccc1	4.7%	x	-13.5%

entry	HCV inh	Sm TGR inh	Pf growth 48h
16	-5.4%	u	u
17	-11.3%	-22.2%	u
18	1.1%	-8.3%	7.8%
19	-14.2%	5.2%	u
20	u	1.2%	2.7%
21	-4.1%	-1.7%	8.1%
22	11.1%	-0.3%	23.7%
23	-3.5%	0.1%	83.9%[activator]
24	-9.3%	7.7%	9.1%
25	-12.1%	2.7%	0.2%
26	16.7%	-3.4%	20.7%
27	-1.5%	0.0%	9.28µM*
28	6.4%	7.9%	u
29	-20.4%	-6.9%	4.2%
30	2.3%	-6.6%	-9.6%

Carrying on:
entry	compound	TbPYK inhibitor	Pf growth 96h	LmPK inhibitor
31	CC(=O)Oc1c(S(=O)(=O)c2ccc(C)cc2)c(C)nn1-c1ccccc1	-20.4%	145.0%[activator]	3.6%
32	CNC1=CC(=O)CC(c2ccccc2)C1 (stereo unspecified)	-7.4%	12.4%	-1.9%
33	CC1=NOC(=O)/C1=C/c1ccc(O)cc1	-29.9%	36.0%[activator]	-22.1%
34	CCOc1cccc(C(=O)Nc2nnc(-c3cccs3)s2)c1	-0.2%	226.5%[activator]	5.5%
35	CC(C)CN(C(=O)COC(=O)Cc1cccc2ccccc12)c1c(N)n(Cc2ccccc2)c(=O)[nH]c1=O	-11.4%	u	x
36	O=C(Nc1ccc(F)cc1F)c1ccc(-n2cccn2)nc1	-6.6%	20.3%	-11.2%
37	O=c1oc2ccccc2c(N2CCCCC2)c1CN1CCCCC1	-7.5%	214.0%[activator]	0.8%
38	COc1ccc(C(=O)N/C(=C\c2cn(C)c3ccccc23)C(=O)N2CCN(C)CC2)cc1	8.6%	42.5%[activator]	3.9%
39	COc1ccc(OC)c(Nc2nc(N)nc(CSc3nnc(N)s3)n2)c1	-3.5%	15.1%	4.3%
40	Cc1ccc(S(=O)(=O)N2CCOCC2)cc1NC(=O)c1cccc(S(=O)(=O)N2CCCC2)c1	-1.2%	28.9%	2.3%
41	COc1ccc(C2=NOC(Cn3nc(C(=O)O)cc3-c3ccccc3)C2)cc1 (stereo unspecified)	u	77.7%[activator]	-0.3%
42	COC(=O)/C(C#N)=C/c1ccc(OC(=O)c2ccccn2)cc1	-0.5%	53.5%	-0.8%
43	CCn1cc(CN2CCc3c([nH]c4ccccc34)C2c2cccc(O)c2)c(C)n1 (stereo unspecified)	-0.4%	-1.3%	-0.2%
44	OC(Cn1c2ccccc2c2ccccc21)C[n+]1cccc2ccccc21 (stereo unspecified)	-1.8%	3.29µM*	3.0%
45	CC(C(=O)c1c[nH]c2ccccc12)N1CCc2ccccc2C1 (stereo unspecified)	3.5%	2.94µM*	4.3%

entry	HCV inh	Sm TGR inh	Pf growth 48h
31	-9.5%	5.3%	5.0%
32	11.4%	1.0%	2.9%
33	9.7%	u	15.1%
34	21.8%	2.4%	x
35	u	4.9%	u
36	-19.5%	5.4%	38.8%[activator]
37	-2.9%	17.8µM*	u
38	26.3%	3.7%	u
39	3.6%	8.0%	-1.1%
40	-7.0%	21.9%	-19.1%
41	11.9%	-4.6%	7.5%
42	10.1%	u	9.4%
43	-9.6%	-10.1%	-17.0%
44	8.6%	-25.4%	6.57µM*
45	13.6%	-0.9%	u

Other structures.
entry	compound	TbPYK inhibitor	Pf growth 96h	LmPK inhibitor
46	CC(C)c1cccc(C(C)C)c1NC(=O)COC(=O)C1CCC1	-7.0%	46.8%[activator]	x
47	Cc1ccc(/C=C(\C#N)C(=O)NC(C)c2ccccc2)o1 (stereo unspecified)	-10.4%	u	7.0%
48	COc1ccc(OC)c(NC(=O)[C@@H]2CCCN2C(=O)c2cccs2)c1	-5.3%	-11.7%	3.3%
49	O=C(NCc1ccc(F)cc1)C(=O)Nc1nc(C23CC4CC(CC(C4)C2)C3)cs1	0.7%	-29.2%	6.5%
50	O=C(Cc1ccccc1F)NCC1(N2CCOCC2)CCCCC1	1.8%	31.5%[activator]	-1.7%
51	CCCCc1nnc(NC(=O)Cc2ccc(S(=O)(=O)N3CCOCC3)s2)s1	-7.2%	u	x
52	CCOC(=O)C1NN=C(C(=O)c2ccccc2)C1c1ccc(OC)cc1 (stereo unspecified)	-4.5%	51.3%[activator]	-2.4%
53	CCOC(=O)C(C)NC(=O)CCc1nnc2ccc(N3CCC(C)CC3)nn12 (stereo unspecified)	0.0%	u	4.0%
54	COc1ccc(-n2c(Cc3cccn3C)nnc2SCC(=O)NCc2ccco2)cc1	-2.8%	0.1%	-3.1%
55	Cc1ccccc1C(=O)OCc1cnc(Cl)s1	3.0%	21.8%	-4.6%
56	CN(CC(=O)N1CCN(c2ccccc2)CC1)S(=O)(=O)c1cccs1	1.4%	u	1.7%
57	O=C(Nc1ccccc1C(F)(F)F)c1ccccn1	4.0%	-9.2%	-3.6%
58	CCn1c(SCc2nc3scc(-c4ccccc4)c3c(=O)[nH]2)nnc1-c1cccs1	2.7%	u	4.2%
59	CN(C)N1C(=O)CC(NNC(=O)c2ccncc2)C1=O (stereo unspecified)	-1.7%	0.9%	0.4%
60	COc1cccc(Nc2nc(-c3ccccc3O)nc3ccccc23)c1	4.0%	19.3%	-4.1%
61	O=C(CNC(=O)c1ccccc1F)Nc1ccc2c(c1)CCC2	0.3%	135.7%[activator]	x
62	CC(=O)OC1COC(N2CCc3cc([N+](=O)[O-])ccc32)C(OC(C)=O)C1OC(C)=O (stereo unspecified)	-5.7%	u	0.9%
63	CC1Cc2ccccc2N1S(=O)(=O)c1ccc2c(c1)n(C)c(=O)c(=O)n2C (stereo unspecified)	4.9%	u	3.4%

entry	HCV inh	Sm TGR inh	Pf growth 48h
46	0.9%	-1.0%	48.3%[activator]
47	-7.4%	u	36.0%[activator]
48	27.0%	5.4%	31.5%[activator]
49	u	84.2%[activator]	11.7µM*
50	-8.6%	4.5%	26.5%
51	1.2%	-21.3%	10.4µM*
52	5.4%	1.7%	3.7%
53	21.6%	-17.0%	2.0%[0.00184 µM]
54	-3.8%&12.0%	56.2µM*	u
55	2.2%	8.5%	20.3%
56	u	1.4%	65.1%[activator]
57	30.0%	-1.7%	8.4%
58	u	-10.1%	2.9%
59	10.8%	-8.9%	3.9%
60	u	5.1%	x
61	8.4%	-4.2%	134.0%[activator]
62	8.4%	-13.6%	-21.3%
63	13.3%	2.5%	9.28µM*
